Compound activity deposited in PubChem BioAssay by Johns Hopkins Ion Channel Center.
RGS4 inh: inhibitors of human RGS4 | HEK293 M3R/RGS4 inducible, Fluo-4 calcium flux; active compounds read high; triggered by carbachol at its EC20 | AID 463165 | B-score at 10 µM | P49798 | actives 0.45% (n = 310,000);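 active = B-score, a plate-corrected calcium signal, over three deviations above library mean, with baseline fluorescence within five deviations of library mean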;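 note: RGS4 expression induced by doxycycline in cells with stable M3 receptor; B-score is computed from the integrated fluorescence ratio over baseline after carbachol; higher B-score means a larger calcium signal and so more RGS4 inhibition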
KCNK3 block: human KCNK3 channel inhibition, primary screen; CHO-KCNK3 thallium flux, FluxOR fluorescence; active compounds read low; B-score at 10 µM; actives 0.84% (n = 340,000);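 active = B-score under library mean minus 4 SD, starting fluorescence ratio at most library mean plus 5 SD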;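 note: more negative B-score means stronger inhibition of thallium flux through KCNK3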
KCNQ1 act: human KCNQ1 channel potentiation or activation; P51787; CHO-K1 KCNQ1, thallium flux FluxOR fluorescence; active compounds read high; B-score at 10 µM; actives 0.35% (n = 310,000); AID 2648;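 active = fluorescence ratio B-score, a plate-corrected score, at least three library SD, with initial intensity B-score within 5 SD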
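System: Stable KCNQ1 CHO-K1 line | Incubation: 90 min dye loading and 20 min compound exposure, both at room temperature | Measure: Ratio B score | Medium: Assay buffer for compound exposure, DMSO matched across wells | Compound dosing: Single-concentration screen | Probe or stimulus: K+/Tl+ depolarizing stimulus | Measured by: Kinetic FluxOR fluorescence, 10 s baseline plus 110 s post-stimulus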
ANO1 block: inhibitors of mouse TMEM16A calcium-activated chloride channel; normalized B-score (activity score, 25-100; higher = stronger inhibition) at 10 µM; actives 1.2% (n = 310,000); HEK293 TMEM16A/YFP iodide influx fluorescence, ionomycin; Q8BHY3;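 active = ratio plate-corrected score three or more library SD toward inhibition, starting fluorescence score within five deviations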;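 note: score derived from kinetic fluorescence span divided by baseline fluorescence per well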
hERG rescue: shields human hERG channel from block by proarrhythmic agents | Q12809 | CHO-hERG, FluxOR thallium flux, dofetilide IC70 present | activation (rescue from dofetilide block), less the hit threshold, % at 10 µM | actives 0.51% (n = 310,000) | AID 1511;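 active = activation above the mean of controls blocked by dofetilide plus 5 SD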;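 note: thallium influx through hERG after potassium depolarization seen as dye fluorescence rise; in these data hits start at about 4.7%; inactives centre near -7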
Target sequence (Q12809 whole entry, looked up): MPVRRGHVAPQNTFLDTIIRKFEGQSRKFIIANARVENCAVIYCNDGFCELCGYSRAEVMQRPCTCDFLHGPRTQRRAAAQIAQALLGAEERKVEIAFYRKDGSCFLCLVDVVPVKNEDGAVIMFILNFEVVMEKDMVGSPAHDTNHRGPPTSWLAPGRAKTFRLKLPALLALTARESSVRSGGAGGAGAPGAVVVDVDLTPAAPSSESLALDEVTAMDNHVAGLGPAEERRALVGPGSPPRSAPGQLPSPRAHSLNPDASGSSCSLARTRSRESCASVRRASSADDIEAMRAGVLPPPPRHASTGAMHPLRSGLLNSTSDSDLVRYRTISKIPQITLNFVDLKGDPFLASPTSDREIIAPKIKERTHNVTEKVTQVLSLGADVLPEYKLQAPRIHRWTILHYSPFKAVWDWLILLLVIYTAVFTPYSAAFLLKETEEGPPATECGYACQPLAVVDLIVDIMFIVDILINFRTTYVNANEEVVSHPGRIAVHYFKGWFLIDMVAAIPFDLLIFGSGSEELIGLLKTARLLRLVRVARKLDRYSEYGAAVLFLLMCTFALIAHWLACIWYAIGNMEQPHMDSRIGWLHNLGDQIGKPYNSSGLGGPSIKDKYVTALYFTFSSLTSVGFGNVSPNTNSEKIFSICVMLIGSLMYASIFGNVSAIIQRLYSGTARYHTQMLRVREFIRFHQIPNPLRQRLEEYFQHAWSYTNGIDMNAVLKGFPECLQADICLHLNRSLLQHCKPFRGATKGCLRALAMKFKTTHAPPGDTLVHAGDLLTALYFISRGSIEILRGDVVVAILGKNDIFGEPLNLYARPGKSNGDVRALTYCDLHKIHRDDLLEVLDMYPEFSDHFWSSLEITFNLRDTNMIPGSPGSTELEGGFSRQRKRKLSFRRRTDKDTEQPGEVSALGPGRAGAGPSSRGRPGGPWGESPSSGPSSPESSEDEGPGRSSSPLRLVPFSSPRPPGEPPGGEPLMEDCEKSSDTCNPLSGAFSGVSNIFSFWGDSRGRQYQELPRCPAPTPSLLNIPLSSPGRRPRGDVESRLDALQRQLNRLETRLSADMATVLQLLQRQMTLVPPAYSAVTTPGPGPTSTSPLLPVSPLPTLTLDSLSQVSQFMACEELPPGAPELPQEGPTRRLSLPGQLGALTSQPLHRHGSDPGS
TMEM16A act: activators or potentiators of mouse TMEM16A chloride channel. Q8BHY3. HEK293 TMEM16A/YFP-H148Q/I152L, iodide quench fluorescence; active compounds read low. B-score at 10 µM. actives 0.3% (n = 340,000);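 active = fluorescence-ratio B-score plate-corrected deviation score at least 3 library SD below zero, with starting fluorescence score within 5 deviations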;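 note: channel opened by trigger with iodide after compound preincubation; score built on the fluorescence ratio of max minus min over baseline; more negative score means more quench and so TMEM16A activation or potentiation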
MrgX1 allo act: human MrgX1 positive allosteric modulation, primary screen | B-score at 10 µM | AID 588675 | Q96LB2 | actives 0.63% (n = 310,000) | MrgX1-HEK293, Fluo-4 calcium flux, FDSS; active compounds read high;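 active = plate-corrected calcium response at least 3 library SD above typical, normal starting fluorescence, not activating the receptor alone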;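 note: compound read alongside a low EC10 to EC30 dose of BAM8-22 agonist; peak minus trough fluorescence over baseline measured at the second addition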
MrgX1 ag: agonists of human MrgX1 receptor | AID 588627 | Q96LB2 | MrgX1-HEK293 cells, Fluo-4 calcium fluorescence, agonist mode; active compounds read high | actives 0.44% (n = 310,000) | B-score at 10 µM;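 active = calcium response B-score plate-corrected fluorescence ratio at least 3 library SD, with starting fluorescence B-score inside 5 SD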
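times = overnight plating, then 30 min 37 °C plus 30 min room-temperature dye loading | assay system = stable human MrgX1 HEK293 cell line | input = fifteen thousand cells per well | signal = kinetic calcium dye fluorescence, Fluo-4 NW | dosing = compound delivered in addition one of three | read-out = B-scored fluorescence response ratio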
RGS4 act: RGS4 potentiation or activation | B-score at 10 µM | actives 0.92% (n = 310,000) | AID 463111 | HEK293 M3R/inducible RGS4, carbachol calcium flux Fluo4; active compounds read low;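 active = B-score of the integrated calcium signal more than 4 SD below the library mean, with starting fluorescence not abnormally high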;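 note: negative B-score means reduced calcium response which marks RGS4 activation or potentiation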
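Assay system: HEK293 FlpIn-TREx cells, stable M3R, doxycycline-inducible RGS4 / Probe or stimulus: carbachol, ECmax concentration / Times: overnight RGS4 induction, 30 min dye load 37 °C, 20 min compound RT / Signal: kinetic calcium fluorescence imaging with Fluo4-AM dye, 2 µM / Measure: Agonist-evoked peak-minus-minimum fluorescence over baseline, integrated ratio, B score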
KCNK9 block: human KCNK9 channel inhibition. AID 488922. actives 1.2% (n = 310,000). HEK293 KCNK9, FluxOR thallium flux fluorescence; active compounds read low. B-score at 10 µM;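 active = ratio B-score over 3 SD below the library mean, with starting fluorescence within 5 SD of its mean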;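 note: negative B-score means less thallium flux so channel inhibition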
KCNQ1 block: inhibitors of human KCNQ1 potassium channel; P51787; AID 2642; CHO-K1 KCNQ1, FluxOR thallium flux fluorescence; active compounds read high; actives 1.3% (n = 310,000); B-score at 10 µM;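 active = compounds whose thallium flux B-score, printed positive for inhibition, exceeds three library SD while starting fluorescence stays within three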;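 note: channel opened by potassium depolarization with thallium stimulus after 20 min compound exposure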
Starred values were filed as active, the others as inactive; i = inactive; nt = not tested or not shown.

Structure,RGS4 inh,KCNK3 block,KCNQ1 act,ANO1 block,hERG rescue,TMEM16A act,MrgX1 allo act,MrgX1 ag,RGS4 act,KCNK9 block,KCNQ1 block
Cc1ccc(NC(=O)CCn2cccc2)cc1C,i,i,i,i,-13,i,i,i,i,i,i
Cc1sc2nc(C3CC3)nc(N3CCN(C(=O)c4ccc(F)cc4)CC3)c2c1C,i,-13*,i,i,-7,i,i,i,i,-14*,i
CN(C(=O)c1ccccc1C(=O)OCC(=O)NCc1ccccc1)C1CCCCC1,i,i,i,i,-2,i,i,i,i,i,i
C=CCC1C=C(Cc2ccccc2)CC(CC=C)N1 (stereo not drawn),i,i,i,i,-5,i,i,i,i,i,i
CC1CCCN(C(=O)COC(=O)C2CCN(S(=O)(=O)c3ccc4c(c3)OCCO4)CC2)C1 (stereo not drawn),i,i,i,i,-10,i,i,i,i,i,i
O=C(COCc1cc(-c2ccc3c(c2)OCO3)on1)Nc1cccnc1,i,i,i,i,-5,i,i,i,i,i,i
Cc1cc(C(C)(C)C)cc(S(=O)(=O)NCCO)c1C,i,i,i,i,4,i,i,i,i,i,i
CCN(CC)S(=O)(=O)c1ccc(/C(O)=C(\C#N)c2nc3ccccc3n2C)cc1,i,i,i,i,0,i,i,i,i,i,i
CCCCN1CC[C@H]2C=CC[C@@H](C(=O)NCCc3ccccc3)[C@H]2C1=O,i,i,i,i,-8,i,i,i,i,i,i
CC1(C)N=C(N)N=C(N)N1c1ccc(F)cc1F,i,i,i,i,-6,i,i,i,i,i,i
CCn1cc(CNC(=O)c2cc(-c3cc(OC)ccc3OC)nc3ccccc23)c(C)n1,i,i,i,i,-12,i,i,i,i,i,i
COc1cc(/C=C/C(=O)N2CCC=CC2=O)cc(OC)c1OC,nt,i,nt,i,nt,i,i,i,nt,nt,nt
CCN(CC)CCN(C(=O)c1ccc(N2C(=O)CCC2=O)cc1)c1nc2cc3c(cc2s1)OCCO3,i,i,i,i,-11,i,i,i,i,i,i
COc1ccc(N2CCN(C(=O)CCc3c[nH]c4ccccc34)CC2)cc1,i,i,i,i,-2,i,i,i,i,i,i
COc1ccc(/C=C2/SC(=S)N(CCCC(=O)N3CCN(C)CC3)C2=O)cc1,i,i,i,i,-13,i,i,i,i,i,i
CCc1nonc1NC(=O)c1oc2cc(Br)ccc2c1C,i,i,i,i,-7,i,i,i,i,i,i
CCc1nnc(NC(=O)c2csc3c2CCC(C)C3)s1 (stereo not drawn),i,nt,i,i,-13,nt,i,i,i,i,i
COc1ccc(C2C(C(C)=O)=C(O)C(=O)N2c2cccnc2)cc1OC (stereo not drawn),i,i,i,i,-9,i,i,i,i,i,i
CC(=O)NC(CC(=O)OCC(=O)NCCc1ccccc1)c1ccccc1 (stereo not drawn),i,i,i,i,-13,i,i,i,i,i,i
COc1cccc(/C=N/c2nc3ccccc3[nH]2)c1O,i,i,i,i,-1,i,i,i,i,i,i
CC(C)/C=N\NC(=O)CCCCC(=O)N/N=C/C(C)C,i,i,i,i,-3,i,i,i,i,i,i
CSc1nsc(SCC(=O)Nc2ccc(Br)cn2)n1,i,i,i,i,-11,i,i,i,i,i,i
CCCCCC(O)(c1ccccc1)C(CN1CCOCC1)c1ccccc1 (stereo not drawn),i,i,i,i,-1,i,i,i,i,i,i
Cc1cccc(N(C)C(=O)c2cc(S(=O)(=O)N3CCCC3)cn2C)c1,i,i,i,i,-10,i,i,i,i,i,i
Cc1ccc(C)c(-c2nnc(NC(=O)CCS(=O)(=O)c3ccccc3)o2)c1,i,i,i,i,-7,i,i,i,i,i,i
O=C(Nc1cccn(Cc2ccc(F)cc2)c1=O)NC1CCCCC1,i,i,i,i,-4,i,i,i,i,i,i
CCCn1nnc(NC(=O)c2ccc(F)cc2)n1,i,i,i,i,-4,i,i,i,i,i,i
CC(Oc1ccc(Cl)cc1)C(=O)Nc1sccc1C(N)=O (stereo not drawn),i,i,i,i,6.6*,i,i,i,i,i,i
O=C(CN1CCOCCOCCOCC1)Nc1ccccc1,i,i,i,i,-1,i,i,i,i,i,i
CC1CN(S(=O)(=O)c2cccc(-c3cn4ccccc4n3)c2)CC(C)O1 (stereo not drawn),i,i,i,i,-7,i,i,i,i,i,i
Cc1ccc(CNC(=O)CSCc2cccc(F)c2)cc1,i,i,i,i,-6,i,i,i,i,i,i
COc1ccc(C2CC(=O)C(C=NCCCN3CCOCC3)=C(O)C2)cc1 (stereo not drawn),i,i,i,i,0,i,i,i,i,i,i
CCCC(=O)Nc1ccc2nc(C)n(Cc3ccccc3Cl)c(=O)c2c1,i,i,i,i,-6,i,i,i,i,i,i
COCCN(CC1CCCN(C2Cc3ccccc3C2)C1)C(=O)CCSC (stereo not drawn),i,i,i,i,-9,i,i,i,i,i,i
Cc1cc([N+](=O)[O-])nn1CC(=O)NNC(=S)Nc1ccc(F)cc1,i,i,i,i,-3,i,i,i,i,i,i
CC(=O)Nc1ccc(S(=O)(=O)/N=C2/NC(=O)/C(=C\c3ccco3)S2)cc1,i,i,i,i,-2,i,i,i,i,i,i
CCOC(=O)/C(=C\C=C\c1ccccc1)NC(=O)c1ccccc1,i,i,i,i,-8,i,i,i,i,i,i
Cc1ccc(O)c(C2=NNC(O)(C(F)(F)F)C2)c1 (stereo not drawn),i,i,i,25*,-2,i,i,i,i,i,i
COc1ccc(NC(=S)NNS(=O)(=O)c2ccc3ccccc3c2)c(OC)c1,i,i,i,i,-3,i,i,i,i,i,i
Cc1ccc(C(=O)Nc2ccc(Nc3ccccc3)cc2)cc1Br,i,i,i,i,-3,i,i,i,i,i,i
CC/C(=C1/C(=O)CC(C)(C)C(C(=O)OC)C1=O)N1CCCC1 (stereo not drawn),i,i,i,i,-6,i,i,i,i,i,i
Cc1ccc(C(=O)Nc2ccc3c(c2)OCO3)cc1S(=O)(=O)N1CCCCC1,i,i,i,i,-9,i,i,i,i,i,i
CC1(C(=O)O)CCC(C(=O)Nc2ccccc2O)C1(C)C (stereo not drawn),i,i,i,i,-9,i,i,i,i,i,i
COc1cccc(-c2cc(=O)c3cc(NC(C)=O)ccc3[nH]2)c1,i,i,i,i,-10,i,i,i,i,i,i
O=C1/C(=C/c2cccc(Cl)c2)CSc2sccc21,i,i,i,i,-18,i,i,i,i,i,i
C#CCOCCOCCOCCNc1nc(N2CCN(C(=O)CCCCCCCCCCNC(=O)[C@@H](CCC(=O)O)n3cc(CCCCCN)nn3)CC2)nc(N2CCN(C(=O)CCCCCCCCCCNC(=O)[C@H](CO)n3cc(CCCCCN)nn3)CC2)n1,nt,i,nt,i,nt,i,i,i,nt,nt,nt
Cc1ccc(S(=O)(=O)N2CCC3(CC2)CC(=O)c2ccccc2O3)cc1,i,i,i,i,-6,i,i,i,i,i,i
CC1CCN(C2=NC(=O)/C(=C/c3ccc(O)cc3)S2)CC1,i,i,i,i,-16,i,i,i,i,i,i
CCC1=C(OC(=O)c2ccccc2)C(C)(C)C(c2ccccc2)OC1=O (stereo not drawn),i,i,i,i,-7,i,i,i,i,i,i
CCOC(=O)NC1(NC2CCCCC2)Oc2ccccc2O1,i,i,i,i,-13,i,i,i,i,i,i
COc1ccc(-c2csc(C3=C(O)CN(Cc4ccc(Cl)cc4)C3=N)n2)cc1OC,i,i,i,i,-15,i,i,i,i,i,i
Cc1nc(SCC(=O)c2ccc(Cl)s2)c2oc3ccccc3c2n1,i,i,i,i,-11,i,i,i,i,i,i
CN1CCN(Cc2cccc3ncccc23)CC1CCO (stereo not drawn),i,i,i,i,-1,i,i,i,i,i,i
C=CCN1CN=C(NS(=O)(=O)c2ccc(NC(C)=O)cc2)NC1,i,i,i,i,-7,i,i,i,i,-10*,i
Cc1nnc(-c2cccc(Br)c2)c2cn(-c3ccccc3)nc12,i,i,i,i,-15,i,i,i,i,i,i
O=C(NCCc1ccccc1)C(NS(=O)(=O)c1cccc2nsnc12)c1ccccc1 (stereo not drawn),i,i,i,i,-9,i,i,i,i,i,i

(list continues)
Structure,RGS4 inh,KCNK3 block,KCNQ1 act,ANO1 block,hERG rescue,TMEM16A act,MrgX1 allo act,MrgX1 ag,RGS4 act,KCNK9 block,KCNQ1 block
CCOC(=O)N1CCN(C(=O)/C(=C/c2ccc(Cl)cc2)NC(=O)c2ccccc2)CC1,i,i,i,i,3,i,i,i,i,i,i
COc1ccc(C2SCCN2C(=S)Nc2cccc(C(F)(F)F)c2)cc1 (stereo not drawn),i,i,i,i,-16,i,i,i,i,i,i
COC(=O)CCC(=O)Nc1ccc(Cl)c(Cl)c1,i,i,i,i,-1,i,i,i,i,i,i
CCn1ncc(/C=C/C(=O)Nc2c(C)nn(Cc3ccc(Cl)cc3Cl)c2C)c1C,i,i,i,i,-14,i,i,i,i,i,i
CCCc1cc(=O)oc2cc(OCC(=O)NC3CC(C)(C)NC(C)(C)C3)ccc12,i,i,i,i,-5,i,i,i,i,i,i
COc1ccc(N=C(C)C2=C(O)COC2=O)cc1,i,i,i,i,-9,i,i,i,i,i,i
O=C(CNC(=O)c1ccccn1)N/N=C/c1ccc2c(c1)OCO2,i,i,i,i,-11,i,i,i,i,i,i
CCC1=NN(C(=O)c2cccc(Br)c2)C(O)(c2ccc(Br)cc2)C1 (stereo not drawn),i,i,i,i,-14,i,i,i,i,-10*,8*
Cc1ccc(NC(=O)/C(=C\c2ccccc2)NC(=O)c2ccco2)cc1,i,i,i,i,-1,i,i,i,i,i,i
COc1cccc(NC(=O)CN2CCCCCC2)c1,i,i,i,i,-5,i,i,i,i,i,i
